# High-throughput results (PubChem BioAssay)
# p-CIP stab down: p/CIP protein destabilization; F442A p/CIP-EGFP cells, EGFP fluorescence, 16 h; decrease of EGFP signal, % at 10 µM; 0.01% of 290,000 active; AID 1984;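 active = EGFP signal decrease of at least 30% at 10 µM or well 3 SD below plate mean, unless failing retest; inactive = the rest, including hits failing retest or dose response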; note: some compounds called inactive have numbers as strong as hits; many of its hits are not listed in these tables
# GalR3 antag: antagonists of human GalR3 | inhibition, % at 3 µM | HEK293 GalR3-CNG cAMP membrane potential fluorescence; galR3 body fused to GalR1 C-terminus | AID 651719 | 0.44% of 360,000 active | O60755;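 active = inhibition above the screen-wide average plus 3 SD, cut at about 13% in these data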;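 note: forskolin and galanin both at EC90 stimulate the cells; cAMP rise reported by CNG channel membrane potential dye signal; 0% = forskolin plus galanin with DMSO and 100% = forskolin alone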
# PHOSPHO1 inh: inhibitors of human PHOSPHO1 phosphatase; 1.1% of 290,000 active; recombinant PHOSPHO1, absorbance phosphatase assay; Q8TCT1; inhibition, % at 13.3 µM; in the data active = inhibition above about 60%
# IDE inh: inhibitors of human insulin-degrading enzyme in cells; 0.41% of 320,000 active; P14735; HEK cells, FAbetaB cleavage, fluorescence polarization; inhibition, % at 5.59 µM;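 active = percent inhibition above the average of all tested compounds plus 3 SD, set per screening campaign, cut at about 16% in these data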;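 note: IDE supplied by intact live HEK cells; FP after avidin binding of uncleaved biotin substrate so inhibition keeps polarization high; 0% = DMSO wells and 100% = 60 µM reference IDE inhibitor Ii1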
# Target sequence (P14735 whole entry, looked up): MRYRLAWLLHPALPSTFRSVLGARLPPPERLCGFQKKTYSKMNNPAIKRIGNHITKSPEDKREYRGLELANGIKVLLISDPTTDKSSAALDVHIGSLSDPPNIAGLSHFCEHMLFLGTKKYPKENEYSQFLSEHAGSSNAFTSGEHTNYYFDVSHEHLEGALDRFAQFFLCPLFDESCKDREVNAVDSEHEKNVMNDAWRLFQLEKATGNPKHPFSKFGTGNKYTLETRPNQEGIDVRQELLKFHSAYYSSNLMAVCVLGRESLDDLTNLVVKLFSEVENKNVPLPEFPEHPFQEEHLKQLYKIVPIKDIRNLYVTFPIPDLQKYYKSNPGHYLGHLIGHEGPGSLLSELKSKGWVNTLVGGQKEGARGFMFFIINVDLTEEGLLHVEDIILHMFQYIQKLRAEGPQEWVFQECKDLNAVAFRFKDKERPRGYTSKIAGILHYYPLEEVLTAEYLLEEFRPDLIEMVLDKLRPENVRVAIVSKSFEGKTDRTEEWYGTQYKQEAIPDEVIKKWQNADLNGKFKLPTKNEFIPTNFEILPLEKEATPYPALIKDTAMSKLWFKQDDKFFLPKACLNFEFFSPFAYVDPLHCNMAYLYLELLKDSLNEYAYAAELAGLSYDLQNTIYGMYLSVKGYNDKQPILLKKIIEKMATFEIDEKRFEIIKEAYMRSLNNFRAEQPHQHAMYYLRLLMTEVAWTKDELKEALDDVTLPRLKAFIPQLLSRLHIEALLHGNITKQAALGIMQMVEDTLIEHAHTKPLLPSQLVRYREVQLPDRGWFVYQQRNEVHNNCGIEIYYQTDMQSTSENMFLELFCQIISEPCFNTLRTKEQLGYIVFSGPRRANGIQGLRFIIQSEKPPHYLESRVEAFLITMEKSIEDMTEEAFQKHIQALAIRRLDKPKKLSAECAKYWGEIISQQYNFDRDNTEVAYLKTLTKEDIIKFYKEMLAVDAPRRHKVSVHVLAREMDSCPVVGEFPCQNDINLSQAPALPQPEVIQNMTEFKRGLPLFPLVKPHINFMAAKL
# CHRM4 PAM: positive allosteric modulators of human muscarinic M4 receptor; P08173; AID 624126; CHO-K1 hM4/Gqi5, Fluo-8 calcium fluorescence, ACh EC20; 0% = ACh EC20, 100% = maximal ACh; activation, % at 3 µM; 0.4% of 360,000 active;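 active = activation above its plate's cutoff, the mean activation of sample wells plus 3 SD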; note: some results filed as inactive read as strong as hits
# CRFR2-BP ag: CRF-BP/CRF-R2 complex agonism; activation, % at 13.2 µM; 0.46% of 350,000 active; AID 588473; HEK293 CRF-R2/CRF-BP, calcium dye fluorescence (FLIPR); percent of saturating CRF peptide response;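 active = activation of at least 50%, plus an integration ratio under a set limit after plate pattern correction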;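 note: plate controls were neutral control wells without compound for no effect and CRF at EC100 for full effect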
# CRFR2-BP antag: blocks CRF-induced signaling of the CRF-BP/CRF-R2 complex; HEK293 CRF-R2/CRF-BP, CRF-induced calcium fluorescence; inhibition, % at 11.8 µM; 0.59% of 350,000 active;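 active = inhibition of the ligand-induced calcium signal above about 50% at the single tested concentration, limit read from the data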
# IDE cell activ: boosts human insulin-degrading enzyme activity in HEK cells; P14735; FAbeta-B cleavage, fluorescence polarization; 0% vehicle, 100% cell-free pure enzyme wells; activation, % at 5.96 µM; 0.073% of 340,000 active;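 active = activation above the mean of all tested compounds plus 3 SD, set per screening campaign, cut at about 17% in these data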
# MEKK3 PB1 HTS: modulators (inhibitors or enhancers) of MEK5 binding to human MEKK3 PB1 domain; Q99759; bead-based flow cytometry, Alexa488-MEK5 binding to MEKK3; actives lie on both sides; 0 = blocked by unlabeled MEK5, 100 = vehicle; binding response (% of control), % at 10 µM; 1.4% of 290,000 active; AID 1529;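 active = binding response more than 3 SD above or below the average of its plate-row segment, actives on both sides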;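 note: Alexa488 bead fluorescence after subtracting the streptavidin-only scavenger bead signal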
# Starred values were filed as active, the others as inactive; nt = not tested or not shown; & = joins results of further samples; [ ] = dose if it differs, or a comment.
SMILES,p-CIP stab down,GalR3 antag,PHOSPHO1 inh,IDE inh,CHRM4 PAM,CRFR2-BP ag,CRFR2-BP antag,IDE cell activ,MEKK3 PB1 HTS
O=C1C(Cc2ccccc2)Nc2ncnc(N3CCN(c4ccccc4)CC3)c2N1Cc1ccc(Br)cc1 (configuration not stated),nt,-7,nt,4,17&-2,-1.4,9,6,nt
O=c1cc(N2CCN(c3ccccc3)CC2)[nH]c(=O)n1C1CCCCC1,-69,-3,42,3,12,0.3,-10,3,101
COCc1ccc(-c2c(-c3ccsc3)oc(=O)c3cc(OC)c(OC)cc23)cc1,nt,-3,nt,7,0,0.8,5,3,nt
O=C1C2C3c4ccccc4C(c4ccccc43)[C@@H]2c2nc3ccccc3n21 (some centres not stated),-6,-4,6,4,-7,0.6,-34,3,100
O=C(c1ccc(S(=O)(=O)N2CCCCCC2)cc1)N1CCC(CN2C(=O)c3cccc4cccc(c34)C2=O)CC1,-3,-1,2,-2,-3,3.4,-22,11,102
CN(CC(=O)Nc1ccccc1Cl)C(=O)COC(=O)CCN1C(=O)C2CC=CCC2C1=O (configuration not stated),nt,-4,nt,0,2,0.0,8,2,nt
COc1ccc(/C=N/Nc2ncc(Br)cn2)c(OC)c1,11,-5,51,4,8,-3.2,0,-4,95
O=C(CSc1ccc(Cl)cc1)Nc1cccc(-c2nc3ccccc3[nH]2)c1,-7,4,8,4,-1,0.7,-10,6,98
C/C(CCc1ccc2c(c1)OCO2)=N\NC(=O)c1ccccc1,1,-4,-2,6,-5,-0.6,0,6,103
COc1ccc(C(=S)N2CCCC2)cc1,-7,-5,9,4,-4,-0.1,-20,3,106
CCCc1cc(=O)oc2c3c(cc(OCC(=O)NCCN4CCOCC4)c12)OC(C)(C)CC3,3,-4,-39,4,5,-2.1,5,2,101
O=C(CNC(=O)c1ccc(F)cc1)Nc1ccccc1C(F)(F)F,-1,14*,14,6,-4,1.6,3,1,88
COc1ccc(N(CC(=O)Nc2ccc(C)cc2C)S(=O)(=O)c2c(C)n[nH]c2C)cc1,8,3,7,2,0,-1.7,-11,4,95
CSc1ncc(CN2CCN(CCC(C)C)C(CCO)C2)cn1 (configuration not stated),-11,-3,52,2,-3,2.8,-15,1,94
COC(=O)c1ccc(N2CCC(C)CC2)c(N)c1,-22,-3,54,-3,5,-0.7,-11,-2,95
CC(=O)NNC(=O)c1nc(-c2ccccc2)c(C)o1,3,-7,33,5,11,-0.7,23,1,105
CCN(CC)S(=O)(=O)c1ccc(-n2c(=O)c(C(C)C)c(C)n2C)cc1,-2,-3,2,2,1,-0.5,-4,0,105
COc1ccc(C(=O)Nc2nnc(-c3cccs3)s2)cc1,3,-2,12,6,2,11,40,8,102
CCOc1ccc(CN2CCN(Cc3c(C)nn(CC)c3C)CC2CCO)cc1 (configuration not stated),13,-5,4,-4,10,0.5,-12,5,93
COc1ccc(C/C(C)=N/NC(=O)c2cccnc2)cc1,7,5,-6,0,33*,5.4,-2,4,82
CC(C)(Cc1ccc(O)cc1)NC(=O)c1ccccc1,1,-3,30,3,0,-0.9,5,5,108
COc1ccc2nc(N/C(N)=N/C(=S)Nc3ccccc3)nc(C)c2c1,-4,-7,-26,4,-1,-1.1,-10,-8,100
Cc1ccc(C(=O)C(C)OC(=O)C2CCN(c3ccc(C(F)(F)F)cn3)CC2)cc1 (configuration not stated),nt,-5,nt,nt,-1,4.1,-17,2,nt
COc1cccc(-c2nc(S(=O)(=O)c3ccccc3)c(N3CCOCC3)o2)c1,-2,-4,-1,3,-7,-0.4,17,1,99
Cc1onc(-c2ccccc2)c1C(=O)NCc1cccnc1,-10,0,-20,0,13,1.1,15,-1,101
CCCCC(=O)N1CCN(c2nc3ccc(OCC)cc3s2)CC1,-7,-6,22,2,1,-0.7,-8,-9,102
COc1ccc(/C=C2\SC(=S)N(CCCC(=O)NC3CCCC3)C2=O)cc1OC,-7,-2,35,-3,2,4.5,14,4,96
Cc1cc(NC(=O)/C(C#N)=C\c2ccc(-c3ccc(SC(F)F)cc3)o2)n(-c2ccccc2)n1,nt,-4,nt,nt,-2,38,-15,5,nt
COc1ccc(NC(=O)C(=O)NCCCn2ccnc2)cc1,-8,-6,3,5,-2,9.2,-5,3,99
Cn1c(CNC(=O)c2cccs2)n[nH]c1=S,-11,-4,0,-5,-4,0.7,-7,0,98

# 5 entries from above, tab-delimited.
canonical_smiles	p-CIP stab down	GalR3 antag	PHOSPHO1 inh	IDE inh	CHRM4 PAM	CRFR2-BP ag	CRFR2-BP antag	IDE cell activ	MEKK3 PB1 HTS
Cc1cc(NC(=O)/C(C#N)=C\c2ccc(-c3ccc(SC(F)F)cc3)o2)n(-c2ccccc2)n1	nt	-4	nt	nt	-2	38	-15	5	nt
COc1cccc(-c2nc(S(=O)(=O)c3ccccc3)c(N3CCOCC3)o2)c1	-2	-4	-1	3	-7	-0.4	17	1	99
Cn1c(CNC(=O)c2cccs2)n[nH]c1=S	-11	-4	0	-5	-4	0.7	-7	0	98
COc1ccc2nc(N/C(N)=N/C(=S)Nc3ccccc3)nc(C)c2c1	-4	-7	-26	4	-1	-1.1	-10	-8	100
O=c1cc(N2CCN(c3ccccc3)CC2)[nH]c(=O)n1C1CCCCC1	-69	-3	42	3	12	0.3	-10	3	101

# Next part
SMILES,p-CIP stab down,GalR3 antag,PHOSPHO1 inh,IDE inh,CHRM4 PAM,CRFR2-BP ag,CRFR2-BP antag,IDE cell activ,MEKK3 PB1 HTS
CCN1CCN(c2ccc(S(=O)(=O)N3CCCCC3)cc2NC(=O)/C=C/c2ccc(F)cc2)CC1,nt,1,nt,-1,11,1.3,-22,-1,nt
Cc1ccc(S(=O)(=O)N2CCN(c3ccc(N4CCOCC4)nn3)CC2)cc1[N+](=O)[O-],nt,-3,nt,8,0,0.7,2,1,nt
COc1ccc(CCNC(=O)COc2ccc(-c3ccc(C#N)cc3)cc2)cc1,-3,-1,6,0,1,-0.1,30,1,107
OCc1ccc(O)c2ncccc12,-2,-6,-53,-2,3,-2.2,-5,-1,100
COC(=O)c1c(NC(=O)/C=C/C(=O)O)sc(C)c1-c1ccc(C)c(C)c1,7,3,4,6,5,0.6,-19,0,98
C#CCSc1nnc(-c2ccc(O)cc2)o1,-3,-6,46,3,-6,-3.2,26,0,97
Cc1cccn2c(=O)nc(SCC(=O)N3CC(C)OC(C)C3)nc12 (configuration not stated),nt,-3,nt,-3,-4,-0.4,-1,4,nt
Cn1ncc2c(Nc3ccccc3Br)ncnc21,-2,-1,11,14,11,2.3,-6,-13,105
O=C(NNC(=O)c1csc(-c2cccnc2)n1)Nc1ccc(Cl)cc1,14,-4,28,-11,-9,0.9,-3,5,98
CCN(c1ccc(OCC(=O)OCC(=O)c2c(N)n(C)c(=O)n(C)c2=O)cc1)S(=O)(=O)c1ccccc1,18,4,8,-2,-14,1.1,-2,1,109
O=C(CCC1CCCN(Cc2ccc3c(c2)OCCO3)C1)NCc1ccccc1F (configuration not stated),1,-5,36,0,-8,-0.5,-5,-1,106
C=CCn1c(COc2ccc(Cl)cc2)nnc1SCC(=O)Nc1ccc(S(N)(=O)=O)cc1,-11,-2,4,5,-1,-1.8,13,-2,98
O=C(NCCc1ccc(Cl)cc1)C1CCN(S(=O)(=O)c2cccs2)CC1,-9,-6,-3,2,0,1.1,0,-4,87
COc1cc(OC)cc(C(=O)Nc2c(F)cccc2F)c1,7,-2,-21,1,-2,0.0,3,0,78
COCCNC(=O)CN1N=C(c2ccc(C)cc2)CCC1=O,-4,-7,38,0,-2,-2.4,8,5,110
Cc1ccccc1-c1nc(S(=O)(=O)c2ccccc2)c(NCCN2CCOCC2)o1,nt,-8,nt,nt,-1,-1.4,38,nt,nt
CC(c1ccccc1)C1OCC(C[N+]2(C)CCCCC2)O1 (configuration not stated),3,-6,-10,6,-24,0.6,26,8,43*[inhibitor]
CC(C)OCCCn1c(=S)[nH]c2ncccc2c1=O,-7,-1,26,9,9,0.5,-28,5,nt
O=C(Nc1cccs1)Nc1cccnc1Cl,-14,-9,26,1,1,-0.8,1,2,102
CN(C)CCNC(=O)/C(=C/c1ccc(-c2cccc([N+](=O)[O-])c2)o1)NC(=O)c1ccccc1,-12,-7,-14,3,3,-0.8,4,8,102
COc1ccc(NC(=O)c2c(C)noc2C)cc1S(=O)(=O)N1CCCCC1,nt,-4,nt,nt,2,-1.9,8,nt,nt
Oc1ccc(-c2c(-c3ccsc3)sc3ccccc23)cc1,-2,-4,-7,3,-4,-0.1,11,0,96
Cc1nn(-c2ccccc2)c(N)c1C1(O)C(=O)Nc2ccccc21 (configuration not stated),7,3,-33,1,-8,-0.9,-13,0,91
Oc1ccccc1Oc1ncc(Br)c(Cl)n1,1,-10,33,3,5,-8.3,-4,3,101
CN(C)C(CNC(=O)c1cc(-c2ccco2)nc2ccccc12)c1ccccc1 (configuration not stated),nt,0,nt,2,4,0.0,6,-2,nt
O=C(Nc1ccc(F)cc1)C1CC(=O)N(Cc2ccco2)C1 (configuration not stated),8,5,29,2,-4,0.9,13,0,95
O=C(c1cc(F)ccc1F)C1CCCN(C(=O)CCCN2CCCCC2=O)C1 (configuration not stated),-5,0,26,-3,-3,-0.6,3,3,118
CC(C)(C)n1cnc2cc(NC(=O)c3cccs3)ccc21,-10,0,23,-2,-4,5.4,-6,-1,97
Nc1cccc2[nH]c(=O)c3ccccc3c12,nt,-6,nt,nt,-1,0.9,-5,2,nt
Cc1nnc(SCC(=O)NC2CCS(=O)(=O)C2)n1Cc1ccccc1 (configuration not stated),-3,-1,58,7,-1,0.1,23,-1,105
CCCCN(CC)CCNC(=O)C1CCCN(S(=O)(=O)c2cccc3nsnc23)C1 (configuration not stated),-5,-6,22,3,-5,-2.0,-3,2,99
CSCc1nnc(NC(=O)c2ccc(S(=O)(=O)N(C)C)cc2)o1,16,0,26,1,14,2.7,1,3,96
CCCC(C)NC(=S)Nc1cc(C)cc(C)c1 (configuration not stated),-3,11,30,5,10,1.5,-4,7,102
CCOC(=O)C1CCCN(S(=O)(=O)CCNC(=O)c2ccc3c(c2)OCO3)C1 (configuration not stated),nt,-2,nt,-2,0,-0.8,-4,4,nt
O=C(Nc1nnc2n1CCS2)c1ccc(Br)o1,-4,1,16,2,0,-0.3,9,2,100
Cc1ccccc1NC(=O)CSc1nccn1Cc1ccco1,nt,-2,nt,nt,-2,-3.1,19,nt,nt
Cc1ccc(Cl)cc1N(CC(=O)NCc1ccc2c(c1)OCO2)S(C)(=O)=O,-17,-3,40,-2,-6,3.3,19,-4,104
CSCC(=O)Nc1nc(-c2ccc3c(c2)OCCO3)cs1,15,-7,16,3,-4,0.5,-22,1,105
Cc1ccccc1-n1ncc2c(SCC(=O)NCc3cccs3)ncnc21,-9,-4,46,-7,21,-4.6,7,-2,102
O=C(CSc1nnc2ccccn12)NNC(=O)c1cccc(Cl)c1,nt,-4,nt,4,0,1.3,-16,8,nt
Cc1ccc(S(=O)(=O)Nc2nc(C)c(C(=O)N/N=C/c3ccccc3)s2)cc1,0,-1,2,-2,4,1.6,-6,-1,103
Cc1ccccc1CN(C)C(=O)[C@H](Cc1ccccc1)NC(=O)c1ccco1,nt,-4,nt,1,-6,0.0,-2,5,nt
COc1ccc(-c2cc(-c3ccccc3)c(C#N)c(=S)[nH]2)cc1,4,-8,10,9,-5,-0.1,6,0,107
